# NS3 helicase inh: inhibitors of HCV NS3 helicase, primary screen, biochemical, Cy5 molecular beacon fluorescence | Hepatitis C virus NS3 helicase | NS3 helicase DNA unwinding | inhibition, % at 10.9 µM | 290,000 tested, 0.56% active;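 active = inhibition above the mean of all tested compounds plus 3 SD, set per campaign, cut at about 35% in these data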;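 also: 0% = DMSO wells and 100% = thioflavine S control wells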
#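 test system = hepatitis C virus NS3 helicase domain fragment enzyme | reagent = annealed dual-labelled DNA beacon duplex, ATP-started | times = 1 h at 25 °C | detection = Cy5 fluorescence, 0 and 60 min reads | read-out basis = percent inhibition from t60/t0 fluorescence ratio | control set = DMSO and thioflavine S | replication = one well per compound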
# DNA FID counter: compounds displacing fluorescent DNA intercalator, primary screen, artefact control for HCV NS3 helicase inhibitor project, biochemical, FID fluorescence | 290,000 tested, 0.17% active | DNA fluorescent intercalator displacement | inhibition, % at 7.9 µM; in the data active = inhibition above about 37%;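 also: 0% = vehicle and 100% = reference compound; higher means more ethidium bromide displaced from hairpin DNA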
# p-CIP stab down: p/CIP-EGFP fusion destabilizers, primary screen, fluorescence, F442A cells. Q05BA5. 16 h. decrease of EGFP signal, % at 10 µM. 290,000 tested, 0.01% active;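 active = EGFP signal decrease of at least 30% at 10 µM or well 3 SD below plate mean, unless failing retest; inactive = the rest, including hits failing retest or dose response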; also: some compounds called inactive have numbers as strong as hits; many of its hits are not listed in these tables
# SUMO HTRF inh: inhibitors of in vitro SUMOylation cascade, primary screen, biochemical, HTRF, uHTS | SUMO-conjugating enzyme UBC9 (Homo sapiens), P63279 | HTRF SUMOylation assay, SAE1/SAE2 + UBC9 | AID 2006, 2009 | inhibition, % at 35 µM | 290,000 tested, 0.36% active; in the data active = inhibition above about 50%, passing the limit was not always enough; also: strong numbers were not always called active
# VIM-2 inh: VIM-2 metallo-beta-lactamase inhibitors, primary screen, biochemical, epi-absorbance readout, Pseudomonas aeruginosa enzyme; inhibition, % at 5.6 µM; 290,000 tested, 0.89% active; purified VIM-2, nitrocefin hydrolysis, epi-absorbance fluorescence; AID 1527, 2009;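 active = inhibition above the mean of all tested compounds plus 3 SD, cutoff set per screening run, cut at about 7.5% in these data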;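 also: red hydrolysis product quenches plate fluorescence so inhibitors raise well fluorescence; 0% = enzyme with DMSO and 100% = DMSO without enzyme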
# IMP-1 inhibitor: IMP-1 metallo-beta-lactamase inhibitors, primary screen, biochemical, epi-absorbance readout, Pseudomonas aeruginosa enzyme; metallo-beta-lactamase IMP-1 (Pseudomonas aeruginosa); purified IMP-1, nitrocefin hydrolysis, epi-absorbance fluorescence; inhibition, % at 5.6 µM; 290,000 tested, 0.45% active; AID 1556, 2009;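 active = inhibition above the mean plus 3 SD of all compounds in the same screening run, cut at about 4.5% in these data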;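 also: 0% = IMP-1 with DMSO and 100% = DMSO wells lacking enzyme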
#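 Material – recombinant IMP-1 enzyme, purified · Amount – IMP-1 0.2 nM before substrate addition · Medium – HEPES buffer pH 7.1 with ZnSO4 and Brij 35 · Timing – 25 °C, 15 min preincubation, 25 min reaction · Measured by – plate fluorescence quenching by hydrolysis product, ex 480/em 530 nm · Read-out – percent enzyme inhibition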
# PfM18AAP inh: PfM18AAP inhibitors, malaria aminopeptidase, primary screen, biochemical, QFRET, recombinant enzyme; inhibition, % at 7.35 µM; H-Glu-NHMec fluorogenic cleavage; 290,000 tested, 1.2% active; AID 1822, 2009;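 active = inhibition above the campaign mean inhibition over all tested compounds plus 3 SD, cut at about 28% in these data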;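 also: 0% = plate median of test compound wells and 100% = 2 mM ZnCl2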
# IDE cell activ: human IDE activators in live cells, primary screen, fluorescence polarization, HEK cells, FAbeta-B substrate. Insulin-degrading enzyme (Homo sapiens), P14735. FAbeta-B cleavage; 0% vehicle, 100% cell-free pure enzyme wells. activation, % at 5.96 µM. 340,000 tested, 0.073% active. AID 493087, 2011;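 active = activation above the mean of all tested compounds plus 3 SD, set per screening campaign, cut at about 17% in these data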
# Target sequence (P14735 whole entry, looked up): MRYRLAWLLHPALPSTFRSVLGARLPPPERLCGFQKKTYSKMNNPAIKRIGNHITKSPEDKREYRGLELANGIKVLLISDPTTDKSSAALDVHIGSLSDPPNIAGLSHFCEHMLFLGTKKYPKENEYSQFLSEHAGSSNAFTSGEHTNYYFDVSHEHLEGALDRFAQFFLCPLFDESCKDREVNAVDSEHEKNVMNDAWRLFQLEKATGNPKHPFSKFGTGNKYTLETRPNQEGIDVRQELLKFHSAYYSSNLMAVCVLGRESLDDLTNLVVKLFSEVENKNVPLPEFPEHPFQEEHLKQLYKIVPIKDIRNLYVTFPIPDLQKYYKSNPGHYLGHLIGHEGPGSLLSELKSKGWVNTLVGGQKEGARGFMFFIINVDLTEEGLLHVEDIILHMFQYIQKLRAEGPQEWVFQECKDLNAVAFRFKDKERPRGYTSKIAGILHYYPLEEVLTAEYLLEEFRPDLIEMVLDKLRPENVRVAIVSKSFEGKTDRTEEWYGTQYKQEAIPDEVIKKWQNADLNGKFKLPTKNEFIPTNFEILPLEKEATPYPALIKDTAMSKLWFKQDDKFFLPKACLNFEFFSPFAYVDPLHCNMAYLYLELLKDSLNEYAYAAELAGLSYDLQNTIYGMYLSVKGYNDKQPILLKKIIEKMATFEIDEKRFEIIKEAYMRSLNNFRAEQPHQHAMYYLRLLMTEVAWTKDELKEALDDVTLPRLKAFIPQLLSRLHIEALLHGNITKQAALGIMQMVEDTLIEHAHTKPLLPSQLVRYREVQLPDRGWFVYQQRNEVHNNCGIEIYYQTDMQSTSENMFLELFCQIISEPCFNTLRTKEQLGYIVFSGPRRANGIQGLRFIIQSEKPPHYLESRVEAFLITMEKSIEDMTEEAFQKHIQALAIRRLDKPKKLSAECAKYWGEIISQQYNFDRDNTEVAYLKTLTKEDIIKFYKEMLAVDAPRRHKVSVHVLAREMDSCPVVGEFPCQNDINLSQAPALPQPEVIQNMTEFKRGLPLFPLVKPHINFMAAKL
# IDE cell inh: human IDE inhibitors in live cells, primary screen, fluorescence polarization, HEK cells, FAbetaB substrate; Insulin-degrading enzyme (Homo sapiens), P14735; FAbetaB cleavage; inhibition, % at 5.59 µM; 320,000 tested, 0.41% active;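 active = percent inhibition above the average of all tested compounds plus 3 SD, set per screening campaign, cut at about 16% in these data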;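 also: IDE supplied by intact live HEK cells; FP after avidin binding of uncleaved biotin substrate so inhibition keeps polarization high; 0% = DMSO wells and 100% = 60 µM reference IDE inhibitor Ii1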
# * = called active by the depositor; x = no result given.
SMILES,NS3 helicase inh,DNA FID counter,p-CIP stab down,SUMO HTRF inh,VIM-2 inh,IMP-1 inhibitor,PfM18AAP inh,IDE cell activ,IDE cell inh
Cc1ccc(-c2csc3nc(CSc4nnc(-c5ccc(Cl)cc5)n4C)[nH]c(=O)c23)cc1,1,2,-8,-2,0.8,-3.8,8,7,2
Cc1nn(C)c(C(=O)Nc2ccc(Cl)c([N+](=O)[O-])c2)c1Cl,-2,2,5,-3,0.2,0.2,-16,1,3
C=CCSc1nnc2c(n1)OC=Nc1ccc(Br)cc1-2,6,-1,12,0,-2.0,-3.8,3,2,1
Cc1nn(CC(=O)O)c(C)c1[N+](=O)[O-],4,-2,-6,8,-1.4,-1.0,-9,4,0
S=C(NNc1ccnc2cc(Cl)ccc12)Nc1ccc(Cl)cc1Cl,-19,-2,-5,-34,-3.0,-3.4,13,-9,13
O=C(Nc1ccc(O)cc1)c1cc(S(=O)(=O)N2CCCC2)ccc1Cl,-2,-1,-4,28,-4.0,-4.4,3,0,2
CCOC(=O)c1cccc(NC(=O)CSc2nc3ccccc3c(=O)n2CCOC)c1,6,-11,-6,23,0.0,-2.5,2,7,-2
Cc1ccc(OCc2ccc(C(=O)Nc3nc4ccccc4n3Cc3ccccc3)o2)c([N+](=O)[O-])c1,5,0,0,2,-2.0,-1.6,2,3,-3
COc1ccc(C2C(C(=O)N3CCCCC3)CC(=O)N2c2ccc(OC)cc2)cc1 (stereo unspecified),-3,-31,1,10,-0.6,-3.2,-1,0,-6
CCSc1nnc(NC(=O)CSc2nnc(CNC(=O)c3ccc(OC)cc3)o2)s1,5,-25,1,11,-5.0,-5.1,5,6,0
CC(C)(C)n1nnnc1CN1CCSCC1,-13,3,-9,15,-1.7,-3.4,0,3,-3
COc1ccc(OC)c(CNC(=O)c2ccc(C)c(NC(=O)C3=C(C)OCCS3)c2)c1,4,-40,-11,5,-1.4,-0.2,-4,7,-6
COc1cc(NS(=O)(=O)c2cc3[nH]c(=O)c(=O)[nH]c3cc2C)cc(OC)c1OC,13,-2,6,1,3.7,1.4,23,2,1
CCCCC(C(=O)NC(=O)NCc1ccccc1)N1C(=O)c2ccccc2C1=O (stereo unspecified),-10,-15,-1,-16,1.9,-1.4,-11,3,7
Cc1nc(C(=O)N2CCC(n3nccc3NC(=O)Nc3ccccc3Cl)CC2)cs1,-1,-15,6,2,0.4,-0.7,-4,4,-2

# Single records (already shown).
# `Cc1ccc(-c2csc3nc(CSc4nnc(-c5ccc(Cl)cc5)n4C)[nH]c(=O)c23)cc1` across the screens: NS3 helicase inh = 1; DNA FID counter = 2; p-CIP stab down = -8; SUMO HTRF inh = -2; VIM-2 inh = 0.8; IMP-1 inhibitor = -3.8; PfM18AAP inh = 8; IDE cell activ = 7; IDE cell inh = 2
# `CCOC(=O)c1cccc(NC(=O)CSc2nc3ccccc3c(=O)n2CCOC)c1` across the screens: NS3 helicase inh = 6; DNA FID counter = -11; p-CIP stab down = -6; SUMO HTRF inh = 23; VIM-2 inh = 0.0; IMP-1 inhibitor = -2.5; PfM18AAP inh = 2; IDE cell activ = 7; IDE cell inh = -2

# Continuation.
SMILES,NS3 helicase inh,DNA FID counter,p-CIP stab down,SUMO HTRF inh,VIM-2 inh,IMP-1 inhibitor,PfM18AAP inh,IDE cell activ,IDE cell inh
O=C(CC(c1ccc(F)cc1)c1ccco1)N1CCOCC1 (stereo unspecified),6,-12,-2,-4,-3.7,-1.8,-4,6,7
COc1ccc(-n2cnnc2SCC(=O)NCc2cccs2)cc1,-8,-7,-11,23,-4.4,-1.5,-12,11,-3
Cc1ccc(S(=O)(=O)N2CCCC(NC(=O)N3CCN(c4ccccc4)CC3)C2)cc1 (stereo unspecified),0,2,-3,6,-1.9,-4.4,8,-1,6
CCOc1ccc(N(CC(=O)NCc2ccccc2Cl)S(=O)(=O)c2c(C)noc2C)cc1,40*,-37,-3,5,-1.2,-2.5,13,5,6
Cc1ccc(C(OC(=O)c2ccco2)C(=O)NCc2cccs2)cc1 (stereo unspecified),-2,-16,-9,2,-1.0,-4.8,-4,6,0
Cc1nnc(SCC(=O)Nc2ccccc2N2CCOCC2)s1,5,-5,-10,-8,-3.0,-1.6,-7,0,5
Cc1nn(-c2ccccc2)c(Cl)c1/C=N/NC(=O)c1ccc(CNc2ccccc2)o1,-16,-18,1,0,-3.4,-2.3,-10,3,4
Cc1ccc(/C=C/C(=O)N2CCN(S(=O)(=O)c3cccs3)CC2)o1,-1,-21,-8,24,-3.2,-2.1,-33,1,-3
Cc1[nH]c2ccccc2c1/C=N/NC(=S)NCc1ccccc1,-17,10,-3,-5,-1.7,-2.6,5,-4,1
CCCCOc1ccc(-c2nc(SCC(N)=O)n[nH]2)cc1,1,-2,-5,-1,0.0,5.2*,-4,2,-1
CC(=O)Nc1ccc(S(=O)(=O)NC2(C(F)(F)F)N=C(c3ccccc3)NC2=O)cc1 (stereo unspecified),4,-2,-17,0,-4.6,-1.8,-7,5,-4
CCC(=O)N1CCc2cc(S(=O)(=O)N3CCN(c4cc(Cl)ccc4C)CC3)ccc21,4,-3,7,1,-0.9,-3.1,-5,9,1
COC(=O)[C@H](Cc1ccccc1)NC(=O)Nc1ccc(S(N)(=O)=O)cc1,3,3,-10,24,-1.7,-1.9,-1,-5,3
CCSC(=O)N(CC)CC(=O)Nc1c(CC)cccc1CC,11,-9,-7,20,-1.5,-0.7,-2,4,3
CCOC(=O)c1csc(-n2nc(C)cc2C(F)(F)F)n1,-13,-1,7,9,-3.0,-3.5,-4,-2,7

# A few values from above.
# VIM-2 inh result of `COc1ccc(-n2cnnc2SCC(=O)NCc2cccs2)cc1` = -4.4
# IDE cell activ result of `Cc1ccc(/C=C/C(=O)N2CCN(S(=O)(=O)c3cccs3)CC2)o1` = 1
# IDE cell inh result of `COC(=O)[C@H](Cc1ccccc1)NC(=O)Nc1ccc(S(N)(=O)=O)cc1` = 3

# New compounds follow
SMILES,NS3 helicase inh,DNA FID counter,p-CIP stab down,SUMO HTRF inh,VIM-2 inh,IMP-1 inhibitor,PfM18AAP inh,IDE cell activ,IDE cell inh
CC(C)NC(=O)c1cnc(N2CCN(c3ccccn3)CC2)c2ccccc12,2,-33,25,22,-2.0,-4.5,7,4,-2
Cc1ccc(CCN2CC(C(=O)NCCN(C)C)CC2=O)cc1 (stereo unspecified),2,-2,-2,10,-4.0,-1.3,-5,3,-3
O=C(NC1CCCCCC1)C1CCC(=O)N(Cc2ccccc2F)C1 (stereo unspecified),1,-30,-6,8,0.1,1.2,-1,4,-1
COC(=O)c1ccsc1NC(=O)C1=COCCO1,2,-7,-16,21,13*,-0.9,5,5,-2
CCOc1ccc(S(=O)(=O)N2CCCC(C(=O)Nc3ccccc3)C2)cc1 (stereo unspecified),-12,-29,-11,9,-0.7,-1.4,-10,2,0
Cc1ccc(S(=O)(=O)N(CC(=O)NCC2CCCO2)Cc2ccc(F)cc2)cc1 (stereo unspecified),-4,-33,-4,-4,0.9,-2.8,0,-2,-4
C=C1C(=O)O[C@@H]2[C@H]1[C@@H](OC(=O)/C(C)=C/C)C/C(C)=C\C(=O)/C=C(\C)[C@@H]2O,x,x,-16,6,x,x,x,-4,0
COc1cc(OC)cc(N(C(=O)c2ccco2)C(C(=O)NC2CCCC2)c2ccc(N(C)C)cc2)c1 (stereo unspecified),-11,-34,-14,-9,-2.5,-3.0,15,6,5
CC1(C)CC(CCNS(=O)(=O)c2ccccc2)(c2ccccc2)CCO1 (stereo unspecified),-3,-37,-5,-3,-2.4,-2.6,-6,2,-1
S=C(Nc1ccc(Cl)c(Cl)c1)NC1CCN(Cc2ccccc2)CC1,-86,25,-10,-4,-0.3,0.7,-16,4,-2
O=C(C[n+]1ccccc1)N1CCCc2ccccc21,7,4,2,7,-7.7,-3.5,4,4,1
COc1ccc(C2=NS(=O)(=O)N(C)C(C(=O)NCc3cccs3)=C2)cc1OC,-4,-8,-1,2,-3.4,-3.2,2,0,-1
CCC(=O)N(Cc1cc2ccccc2[nH]c1=O)C(C)C,-4,-4,-7,14,-1.6,-1.0,4,-3,-3
COc1ccc(NC(=S)/N=C(\N)Nc2nc(C)c3ccc(C)cc3n2)cc1,-25,-12,-10,-3,2.9,-1.6,-3,1,0
COc1ccccc1NC(NC(=O)c1ccccn1)C(Cl)(Cl)Cl (stereo unspecified),6,-4,-16,9,0.4,0.3,-14,-1,3
CSc1nsc2nc(=O)c(/C=C3\C(C)=Nc4ccc(C)cc43)c(N)n12,32,-5,-1,-10,-4.6,-2.5,2,-5,-1
O=C1C2C3C=CC(C3)C2C(=O)N1c1ccc2ccccc2n1 (stereo unspecified),-1,-3,0,-7,2.3,-1.9,-4,1,1
CCc1c(C)nc2c(-c3ccccc3)c(C)nn2c1Nc1ccc(NC(C)=O)cc1,-18,-18,9,4,-1.1,-0.7,11,x,5
CCOc1ccc(OCC)c(NC(=O)CN2CCN(c3cccc(C)c3)C(C)C2)c1 (stereo unspecified),5,1,-7,-24,-0.7,-1.4,-6,3,2
CC(=O)OC(COc1ccccc1)Cn1cnc2cc(C)c(C)cc21 (stereo unspecified),4,-21,-6,0,-4.8,-3.4,-3,-2,5
CC1CC(C)(C)OC(C[N+]2(C)CCCCC2)O1 (stereo unspecified),-1,1,-11,8,-2.3,-0.5,2,-1,2
COC(=O)c1ccc(CC(=O)c2ccc(O)cc2O)o1,13,-9,-6,0,-1.4,-0.3,13,2,7
CCC(C(=O)O/N=C(\N)c1ccc(C)cc1)c1ccccc1 (stereo unspecified),2,2,3,2,-0.4,2.7,22,3,-3

# Grouped by structure, those above with an NH in an aromatic ring
SMILES,NS3 helicase inh,DNA FID counter,p-CIP stab down,SUMO HTRF inh,VIM-2 inh,IMP-1 inhibitor,PfM18AAP inh,IDE cell activ,IDE cell inh
Cc1ccc(-c2csc3nc(CSc4nnc(-c5ccc(Cl)cc5)n4C)[nH]c(=O)c23)cc1,1,2,-8,-2,0.8,-3.8,8,7,2
COc1cc(NS(=O)(=O)c2cc3[nH]c(=O)c(=O)[nH]c3cc2C)cc(OC)c1OC,13,-2,6,1,3.7,1.4,23,2,1
Cc1[nH]c2ccccc2c1/C=N/NC(=S)NCc1ccccc1,-17,10,-3,-5,-1.7,-2.6,5,-4,1
CCCCOc1ccc(-c2nc(SCC(N)=O)n[nH]2)cc1,1,-2,-5,-1,0.0,5.2*,-4,2,-1
CCC(=O)N(Cc1cc2ccccc2[nH]c1=O)C(C)C,-4,-4,-7,14,-1.6,-1.0,4,-3,-3

# Screens from PubChem BioAssay.
